Assay outcomes from PubChem BioAssay.
CCR6 antag: CCR6 (human) receptor antagonism. P51684. CHO-K1 CCR6 PathHunter beta-arrestin, luminescence, CCL20-stimulated. inhibition, % at 20 µM. 340,000 compounds, 0.49% hits. AID 493098;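 active means compounds whose inhibition of the agonist-driven luminescence signal at 20 µM reaches about 50%, limit read from the data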;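 further: cells stimulated with CCL20 at 14 nM final; plate controls were DMSO with CCL20 for no effect and DMSO without agonist for full effect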
Target sequence (P51684 whole entry, looked up): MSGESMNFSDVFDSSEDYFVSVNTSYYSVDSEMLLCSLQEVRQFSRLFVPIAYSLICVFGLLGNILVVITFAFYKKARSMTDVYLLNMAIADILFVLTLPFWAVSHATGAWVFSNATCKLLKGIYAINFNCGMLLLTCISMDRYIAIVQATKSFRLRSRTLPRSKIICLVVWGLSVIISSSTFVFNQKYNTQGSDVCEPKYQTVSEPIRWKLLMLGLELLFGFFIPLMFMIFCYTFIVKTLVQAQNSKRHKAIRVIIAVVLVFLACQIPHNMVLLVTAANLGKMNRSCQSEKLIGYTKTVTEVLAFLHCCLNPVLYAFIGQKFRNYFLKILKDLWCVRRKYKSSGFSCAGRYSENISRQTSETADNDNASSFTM
APOBEC3G inh: blocks human APOBEC3G single-stranded DNA deamination. Q9HC16. recombinant A3G, ssDNA deamination FAM/TAMRA fluorescence. inhibition, % at 20 µM. 330,000 compounds, 0.28% hits. AID 493012;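 active means inhibition of at least 40% at 20 µM, with no more than 30% in the related APOBEC3A deaminase screen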;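 further: plate controls were DMSO wells with A3G for no effect and wells lacking A3G enzyme for full effect; some compounds called inactive have numbers as strong as hits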
EBI2 block: EBI2 (human) antagonism. EBI2 beta-arrestin recruitment, luminescence, 7a,25-OHC stimulated. inhibition, % at 5 µM. 360,000 compounds, 0.81% hits. AID 651636; in the data active means inhibition above about 38%;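 further: enzyme fragment complementation signal reports receptor beta-arrestin coupling in cells; 0% = agonist plus DMSO wells and 100% = wells without agonist; some results beyond the cut were filed as inactive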
Target sequence (P32249 whole entry, looked up, the tested form may be a part): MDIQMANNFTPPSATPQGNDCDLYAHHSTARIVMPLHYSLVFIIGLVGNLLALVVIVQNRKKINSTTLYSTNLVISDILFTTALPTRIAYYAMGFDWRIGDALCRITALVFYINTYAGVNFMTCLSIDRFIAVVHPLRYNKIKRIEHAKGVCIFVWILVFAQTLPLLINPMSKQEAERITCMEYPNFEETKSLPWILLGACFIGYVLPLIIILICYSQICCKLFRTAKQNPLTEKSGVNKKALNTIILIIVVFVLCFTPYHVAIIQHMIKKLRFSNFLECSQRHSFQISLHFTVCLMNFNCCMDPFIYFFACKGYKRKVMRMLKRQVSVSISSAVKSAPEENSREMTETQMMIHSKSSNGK
Gli-Sufu antag: antagonists of Gli-Sufu signaling; Sufu-KO-LIGHT fibroblasts, Gli luciferase reporter luminescence; inhibition, % at 5 µM; 340,000 compounds, 0.74% hits;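 active means inhibition above about 55%, limit read from the data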;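 further: 0% = DMSO-treated cells and 100% = wells with medium but no cells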
MPTP inh: inhibitors of mitochondrial permeability transition pore; isolated mouse mitochondria, Ca2+ swelling absorbance, 30 min; inhibition, % at 10 µM; 360,000 compounds, 1.4% hits;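 active means inhibition of 50% or more, scaled per plate between neutral and stimulator controls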;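 further: 0% = DMSO wells given calcium and 100% = 1 mM EGTA wells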
A3A deaminase: human APOBEC3A DNA deaminase inhibition; recombinant A3A, FAM/TAMRA ssDNA deamination fluorescence; inhibition, % at 20 µM; 330,000 compounds, 0.41% hits; AID 493011;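 active means at least 40% inhibition at 20 µM here, with at most 30% in a related deaminase screen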;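 further: plate controls were A3A with DMSO for no effect and wells lacking A3A enzyme for full effect; some results filed as inactive read as strong as hits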
Target sequence (P31941 whole entry, looked up): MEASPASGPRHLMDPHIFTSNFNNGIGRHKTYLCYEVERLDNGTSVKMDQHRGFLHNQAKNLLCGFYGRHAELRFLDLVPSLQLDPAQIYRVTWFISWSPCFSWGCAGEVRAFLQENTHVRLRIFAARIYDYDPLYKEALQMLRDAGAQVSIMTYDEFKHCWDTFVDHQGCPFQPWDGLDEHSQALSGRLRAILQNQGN
CXCR6 block: CXCR6 (human) receptor inhibition. 360,000 compounds, 0.36% hits. CHO-K1 PathHunter CXCR6 beta-arrestin, luminescence. inhibition, % at 20 µM; in the data active means inhibition above about 34%, passing the limit was not always enough;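 further: antagonist mode with CXCL16 agonist at 10 nM final; 0% = 10 nM CXCL16 with DMSO and 100% = unstimulated wells without agonist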
GRIN3A LBD mod: modulators (binders) of human NR3A ligand-binding domain; NR3A LBD differential scanning fluorimetry, Tm shift; 0% = protein alone, 100% = glycine-bound protein; Tm shift relative to glycine control, % at 25 µM; 340,000 compounds, 2.5% hits; AID 1259313;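 active means melting temperature shift of at least 10% of the positive control shift, at one fixed dose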
An asterisk follows results filed as active; x = not tested or not shown; & = joins results of further samples.

SMILES	CCR6 antag	APOBEC3G inh	EBI2 block	Gli-Sufu antag	MPTP inh	A3A deaminase	CXCR6 block	GRIN3A LBD mod
COc1ccc(CCNC(=O)c2c(C)nc3ccccn23)cc1	1	-9	1	-2	5.0	5	0	-1
CCOc1ccccc1N(CC(=O)Nc1c(C)n(C)n(-c2ccccc2)c1=O)S(=O)(=O)c1ccccc1	1	4	-9	-3	1.8	4	10	0
OCCN(Cc1ccccc1)Cc1ccc(C(F)(F)F)cc1	-3	-1	11	8	-0.1	4	3	0
COc1ccc(-c2cc(C(F)(F)F)nc(SCC(=O)Nc3ccc4c(c3)OCO4)n2)cc1	8	2	-9	1	1.5	3	-4	-4
CN(CCOc1ccc(Cl)cc1)C(=O)CNS(=O)(=O)c1ccc(N(C)C)c([N+](=O)[O-])c1	26	-2	5	-5	-3.6	-2	1	-9
O=C1C=CN(C(=O)Oc2ccccc2)CC1	2	-4	-7	0	1.6	1	-2	1
CC(=O)Nc1ncnc2c1c(-c1ccc(Cl)cc1)nn2C(C)(C)C	-4	-9	-8	18	-0.8	-2	-3	-2
O=S(=O)(Cc1ccccc1)NCC1CCCN(Cc2ccc(F)c(F)c2)C1 (centres undefined)	16	-3	9	18	2.4	1	6	-1
O=C(CSc1nnc(-c2cccs2)n1CC1CCCO1)c1cc2ccccc2o1 (centres undefined)	14	-2	11	4	-2.2	1	6	0
CCCCN1C(=O)CC(N2CCOCC2)C1=O (centres undefined)	10	-4	-5	-9	1.0	-4	-10	-2
CCS(=O)(=O)N1CCC(C(=O)Nc2ccc3c(c2)CCC3)CC1	-8	-7	10	-7	0.8	-2	-1	-3
Cc1cc(N/N=C/c2c[nH]c3ccccc23)c2ccccc2n1	-9	-6	-3	1	1.7	-1	5	-2
O=C1CCCN1CCC12CC3CC(CC(C3)C1)C2	8	17	-7	-7	-0.5	0	-2	0
CC1CCCCC1NC(=O)COn1nnc2ccc(Cl)cc21 (centres undefined)	6	-4	-1	-3	-1.5	-3	-4	0
O=S(=O)(Nc1ccccc1Cl)c1cccc2nsnc12	12	-3	-3	-3	0.7	8	8	0
Cc1onc(-c2ccccc2Cl)c1C(=O)NC(=S)NCC(=O)c1ccccc1	3	0	11	-9	2.1	3	2	-1
c1ccc(CCCCNCC2COc3ccccc3O2)cc1 (centres undefined)	-2	-5	3	-13	-2.3	-1	3	2
N#C/C(=C\c1ccccc1OCc1ccc(C(=O)O)cc1)c1ccccc1	3	-3	-1	4	0.2	0	-3	1
COc1ccc(CSc2nc(CSC)cc(N3CCOCC3)n2)cc1	19	7	12	2	0.6	2	4	-1
CCC(=O)Nc1ccccc1N1CCN(S(C)(=O)=O)CC1	5	1	1	4	0.6	1	0	2
CCOCCCn1c(SC(C(=O)Nc2cc(C)ccc2C)c2ccccc2)nnc1-c1ccc(Cl)cc1 (centres undefined)	2	-3	5	-4	4.3	0	-8	4
CC1CC(C)(C)NC(=S)N1CCCC(=O)Nc1ccc(F)c(F)c1 (centres undefined)	11	-3	-4	-5	-0.9	2	-1	0
O=C(Nc1ccccc1)OCCNC(=O)c1ccccc1	3	-6	-10	7	-1.3	1	0	-27
CC(C)C[C@@H](CNCC(=O)[C@H](C)NC(=O)c1[nH]cnc1C(=O)N[C@H](CN)CC(C)C)NC(=O)c1nc[nH]c1C(=O)N[C@@H](C)C(=O)O	10	x	-5	0	2.2	x	3	2
CNC(=S)NNC(=O)c1oc2nc(-c3ccccc3)cc(-c3ccco3)c2c1N	10	-7	8	-4	3.5	-3	13	1
O=C(CC1CCCC1)Nc1nnc(C2CC2)s1	1	0	-4	-8	-0.5	-2	-6	0
S=C(Nc1ccccc1)Nc1cc(Cl)ccc1Oc1ccccc1	93*	-6	-2	2	16	-3	5	0
Nc1nc(N2CCCCC2)nc(N(c2ccccc2)c2ccccc2)n1	0	0	2	5	-2.5	1	6	0
OC(COc1ccccc1)CN1CCC(Cc2ccccc2)CC1 (centres undefined)	22	10	16	-12	1.4	-5	0	-2
COc1ccc(-n2ncc3c(NC(C)C)ncnc32)cc1	15	-3	-2	32	-0.2	0	-2	1
Cc1cc([N+](=O)[O-])ccc1NCc1ccccc1	30	-2	16	3	3.7	-3	13	-12
O=C(c1ccc(C(F)(F)F)cc1)C1CCCN(C(=O)c2csnn2)C1 (centres undefined)	8	-6	8	-9	1.0	-4	8	0
CCn1c(NC(=O)c2ccc(F)cc2)c2ccccc2nc1=O	1	-6	7	0	2.3	-2	-3	1
COc1cc(Br)c(Br)c(Br)c1N	1	-7	-2	3	0.0	0	-6	2
CC(C)=CCN1CCN(Cc2cnc(-c3ccccc3)s2)CC1CCO (centres undefined)	-1	-4	1	10	5.6	-3	-8	1
CCN1CCN(c2ccc(S(=O)(=O)N3CCOCC3)cc2NC(=O)C2CCC(C(C)(C)C)CC2)CC1 (centres undefined)	7	x	-2	13	-0.9	x	18	19*
Cc1cc(N=Cc2cc(Br)ccc2O)no1	-5	-2	3	4	-1.4	0	-3	0
CCN(CCCNC(=O)CCc1nc(-c2ccc(C)cc2)no1)c1cccc(C)c1	11	-9	23	1	0.0	-5	0	-8
O=C(CSc1nc2ccsc2c(=O)n1Cc1ccccc1)NCC1CCCO1 (centres undefined)	9	-3	1	2	0.0	1	12	1
COc1ccccc1NS(=O)(=O)c1cccc(C(=O)NCc2ccco2)c1	5	-6	-2	2	0.5	3	0	0
C=CCNC(=O)Cc1ccc(S(=O)(=O)N2CCOCC2)s1	-5	-3	-11	3	-0.7	0	-10	-1
CC1CCCCN1C(=O)COC(=O)c1ccc2ccccc2n1 (centres undefined)	9	-5	1	-7	-1.0	-3	-2	3
c1ccc(CSc2nnc(SCc3ccccn3)s2)nc1	-7	-7	-9	-24	-1.0	-3	5	0
CCS(=O)(=O)c1ccc(O)c(N2C(=O)C3C4C=CC(C4)C3C2=O)c1 (centres undefined)	9	-7	-1	0	0.9	-6	6	-1
COc1ccc(NC(=O)C2CCC2)cc1S(=O)(=O)N1CCOCC1	0	-4	-15	1	-0.5	-4	5	0
Cc1ccc(-n2cnc(N)c2C(=O)c2cccc([N+](=O)[O-])c2)cc1	9	-5	22	-4	2.1	-4	2	0
CN(C)S(=O)(=O)c1ccc(NC(=O)COc2ncnc3c2cnn3-c2ccccc2)cc1	18	-1	-3	2	-1.2	-1	-12	-6
Cc1ccccc1NC(=O)CN1CCC(C(=O)c2ccc3c(c2)OCCO3)CC1	4	-8	7	-19	-1.3	1	3	-6
COC(=O)C1=C(C(=O)OC)C2(OC1c1ccc(Br)cc1)C(=O)c1ccccc1C2=O (centres undefined)	10	-4	-3	4	0.6	-3	6	1
COC(=O)c1[nH]c(=O)c2ccccc2c1OCc1ccccc1	6	-5	-1	6	0.4	-2	6	-1
COc1ccccc1NC(=O)Nc1nc(CC(=O)Nc2ccc(F)c(F)c2)cs1	5	-2	6	-2	29	0	-12	34*
CCN(CCNC(=O)C1CCN(S(=O)(=O)c2cccc3nsnc23)CC1)c1ccccc1	13	0	-3	8	-0.9	-2	7	-2
Cc1ccc(Sc2ccc([N+](=O)[O-])cc2[N+](=O)[O-])nc1	-11	2	-57	4	2.5	5	-17	0
CCOc1ccc(C(=O)NCc2cccs2)cc1	1	0	-9	-27	-0.5	-1	-1	4
O=C(O)CCn1c(O)c(C=C2N=c3ccccc3=N2)sc1=S	19	-4	-5	19	1.0	-1	7	-1
O=C(CSc1nc2ccccc2c2c1CCCC2)N1CCOCC1	15	-9	-7	25	1.3	-4	-5	-2
COCCCn1nnnc1SCC(=O)N1CCCC1	3	-5	-6	4	-0.4	-4	-25	2
COc1cccc2sc(N(CCCN(C)C)C(=O)c3ccc(S(=O)(=O)N4CCCc5ccccc54)cc3)nc12	24	2	-1	44	0.9	6	-1	-16
Nc1ncnc2c1ncn2[C@@H]1O[C@H](CNC(=O)[C@@H]2CCN2)[C@@H](O)[C@H]1O	18	10	-5	0	-1.3	5	1	15*
Cc1ccc(C)c(/C(O)=C2\C(=O)C(=O)N(Cc3cccnc3)C2c2cccnc2)c1 (centres undefined)	-4	-9	1	2	-2.8	-11	2	0
(further entries)
SMILES	CCR6 antag	APOBEC3G inh	EBI2 block	Gli-Sufu antag	MPTP inh	A3A deaminase	CXCR6 block	GRIN3A LBD mod
Cc1cccc(C(=O)N[C@H](C(=O)OCC(=O)NC(=O)c2cccn2C)C(C)C)c1	3	-3	-6	-4	2.9	16	4	0
O=C(O)CSc1nc2ccccc2o1	3	-5	1	5	0.1	-1	-5	0
Cc1ccccc1C(=O)N1CCC(C(N)=O)CC1	-3	-6	-6	-4	-1.3	-3	-6	1
CCCCCC/C(=N\NS(C)(=O)=O)c1ccccc1	-3	1	1	-12	1.3	4	0	-1
Cc1ccc(OCCn2cc(C=O)c3ccccc32)cc1	6	-3	5	-12	0.3	-3	-7	1
C[n+]1cccc2c(Br)ccc([O-])c21	-11	30	-33	0	3.1	15	-32	-4
Cc1c(OCc2ccccc2)c(=O)ccn1Cc1ccccc1	-1	-6	-15	5	-0.7	-2	-5	-4
O=C1Nc2ccccc2C1c1ncc(C(F)(F)F)cc1Cl (centres undefined)	13	-8	-6	6	1.2	-4	1	-1
CCOC(=O)c1cc2c(=O)n3cccc(C)c3nc2n(Cc2ccco2)c1=NC(=O)c1cccnc1	27	x	1	0	0.5	x	-2	3
COc1cccc2cc(C(=O)N(Cc3ccccc3)CC3CCCO3)c(=O)oc12 (centres undefined)	2	-1	-12	13	0.9	2	1	0
CC(OC(=O)c1ccc2c(=O)n3c(nc2c1)CCCCC3)C(N)=O (centres undefined)	-1	-10	-10	-6	-1.0	-4	0	-1
CC(=O)N(c1nnc(-c2ccc(C)cc2)s1)C1CCCC1	26	-9	9	-13	-0.1	-5	13	-1
Cc1ccc(S(=O)(=O)N2CCc3ccccc3C2)cc1C	2	-7	14	11	0.5	-2	0	-1
COc1ccc(C(=O)COC(=O)CCn2nnc(-c3cccs3)n2)cc1	12	0	-21	-5	0.0	3	2	0
O=C(O)c1ccc2c(c1)OCCCO2	2	-3	-10	-5	0.9	-1	6	2
O=C(N/N=C/c1ccc([N+](=O)[O-])o1)c1sc2ccccc2c1Cl	50	-3	4	-6	22	1	41*	8
Cc1ccn2c(NC3CCCCC3)c(-c3cccc(SC4CCCCC4)c3)nc2c1	16	7	15&13	4	14&5.1	-3	19&14	-10
Cc1cccn2c(=O)c3cc(C(=O)NCCN4CCOCC4)c(=N)n(Cc4cccnc4)c3nc12	19	-5	1	-7	-0.9	0	2	2
N#Cc1ccc(Oc2cccc(C(=O)O)c2)cc1C#N	3	0	-3	3	0.0	1	0	2
Cc1c(NC(=O)/C(=C/c2cccs2)NC(=O)c2ccccc2)c(=O)n(-c2ccccc2)n1C	8	1	-7	-3	-2.7	3	2	-1
O=C(Nc1ccccc1)c1ccc(N2CCN(c3ccccn3)CC2)c(S(=O)(=O)N2CCOCC2)c1	3	-1	15	12	1.3	3	3	-6
Cc1cccc(-c2nnn(Cc3nnc(NC(=O)c4ccccc4)s3)n2)c1	9	-5	1	2	1.9	-4	-1	3
COc1ccc(CCC(=O)NNC(=O)Nc2ccc(OC)c(OC)c2)cc1	-6	2	4	2	0.4	3	-8	-21

Ordered by the number under CXCR6 block (descending): 4 of the compounds above
SMILES | CCR6 antag | APOBEC3G inh | EBI2 block | MPTP inh | A3A deaminase | CXCR6 block | GRIN3A LBD mod
Cc1cccc(C(=O)N[C@H](C(=O)OCC(=O)NC(=O)c2cccn2C)C(C)C)c1 | 3 | -3 | -6 | 2.9 | 16 | 4 | 0
Cc1onc(-c2ccccc2Cl)c1C(=O)NC(=S)NCC(=O)c1ccccc1 | 3 | 0 | 11 | 2.1 | 3 | 2 | -1
N#Cc1ccc(Oc2cccc(C(=O)O)c2)cc1C#N | 3 | 0 | -3 | 0.0 | 1 | 0 | 2
CC(=O)Nc1ncnc2c1c(-c1ccc(Cl)cc1)nn2C(C)(C)C | -4 | -9 | -8 | -0.8 | -2 | -3 | -2
